Screens from PubChem BioAssay.
Mdm2 MdmX PPI: human Mdm2/MdmX binding inhibition. O15151+Q00987. SaOS-2 split-luciferase Mdm2/MdmX complementation, luminescence. inhibition, % at 8 µM. 330,000 compounds, 3% hits;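 active = inhibition of at least 50% at 8 µM in the primary screen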
CCR6 antagonist: CCR6 (human) receptor antagonism; P51684; CHO-K1 CCR6 PathHunter beta-arrestin, luminescence, CCL20-stimulated; inhibition, % at 20 µM; 340,000 compounds, 0.49% hits; AID 493098;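 active = compounds whose inhibition of the agonist-driven luminescence signal at 20 µM reaches about 50%, limit read from the data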;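 also: cells stimulated with CCL20 at 14 nM final; plate controls were DMSO with CCL20 for no effect and DMSO without agonist for full effect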
EBI2 antag: EBI2 (human) antagonism. P32249. EBI2 beta-arrestin recruitment, luminescence, 7a,25-OHC stimulated. inhibition, % at 5 µM. 360,000 compounds, 0.81% hits; in the data active = inhibition above about 38%;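 also: enzyme fragment complementation signal reports receptor beta-arrestin coupling in cells; 0% = agonist plus DMSO wells and 100% = wells without agonist; some results beyond the cut were filed as inactive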
Target sequence (P32249 whole entry, looked up, the tested form may be a part): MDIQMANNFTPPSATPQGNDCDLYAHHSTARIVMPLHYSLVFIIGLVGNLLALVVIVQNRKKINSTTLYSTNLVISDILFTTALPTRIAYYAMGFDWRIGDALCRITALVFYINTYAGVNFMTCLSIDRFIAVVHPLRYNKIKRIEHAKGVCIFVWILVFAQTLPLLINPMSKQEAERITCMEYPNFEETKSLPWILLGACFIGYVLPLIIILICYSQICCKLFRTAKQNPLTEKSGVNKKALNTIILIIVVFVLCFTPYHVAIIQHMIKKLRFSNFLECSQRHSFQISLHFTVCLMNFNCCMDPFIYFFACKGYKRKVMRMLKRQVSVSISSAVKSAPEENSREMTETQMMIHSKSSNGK
CHOP UPR activ: apoptotic UPR (CHOP) activation. CHO-CHOP luciferase reporter, luminescence; percent of tunicamycin response over DMSO baseline. activation, % at 10 µM. 330,000 compounds, 0.34% hits;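 active = at 10 µM dose, activation of 40% or more, normalized to positive control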;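 also: 100% = tunicamycin at 10 µg/mL and 0% = DMSO alone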
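System: CHO CHOP reporter cells. Amount: 500 cells per well. Buffer or medium: F12 medium, 10% FBS. Compound dosing: one dose, 10 µM in 0.5% DMSO. Incubation: 6 h compound exposure at 37 °C after overnight seeding. Technique: Steady-Glo luciferase luminescence. Benchmarks: tunicamycin and DMSO controls.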
CXCR6 inh: blocks human CXCR6 beta-arrestin recruitment | 360,000 compounds, 0.36% hits | inhibition, % at 20 µM | CHO-K1 PathHunter CXCR6 beta-arrestin, luminescence | AID 602244; in the data active = inhibition above about 34%, passing the limit was not always enough;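 also: antagonist mode with CXCL16 agonist at 10 nM final; 0% = 10 nM CXCL16 with DMSO and 100% = unstimulated wells without agonist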
APJ antag: antagonists of human APJ apelin receptor; P35414; CHO-K1 APJ beta-arrestin complementation, luminescence; inhibition, % at 20 µM; 330,000 compounds, 0.32% hits; AID 2521;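 active = inhibition above about 40% at 20 µM, limit read from the data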;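 also: cells challenged with 10 nM apelin-13 agonist together with compound; plate controls were apelin-13 plus DMSO wells for no effect and DMSO wells lacking apelin-13 for full effect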
Target sequence (P35414 whole entry, looked up): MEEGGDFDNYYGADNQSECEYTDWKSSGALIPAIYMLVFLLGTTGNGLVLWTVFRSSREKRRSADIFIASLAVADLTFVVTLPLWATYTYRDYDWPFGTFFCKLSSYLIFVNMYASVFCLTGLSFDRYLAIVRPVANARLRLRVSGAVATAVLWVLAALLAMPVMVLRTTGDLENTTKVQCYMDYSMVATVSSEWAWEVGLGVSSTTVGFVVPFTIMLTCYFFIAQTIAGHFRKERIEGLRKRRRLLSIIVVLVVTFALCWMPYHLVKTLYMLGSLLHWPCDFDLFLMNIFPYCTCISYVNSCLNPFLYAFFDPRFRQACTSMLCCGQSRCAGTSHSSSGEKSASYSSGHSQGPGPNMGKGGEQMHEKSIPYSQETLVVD
APJ ag: agonists of human APJ apelin receptor; P35414; CHO-K1 APJ PathHunter beta-arrestin, luminescence; 0% DMSO wells, 100% apelin; activation, % at 20 µM; 330,000 compounds, 0.11% hits; AID 2520;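 active = activation more than six SD over the plate average, tested at 20 µM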;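 also: 0% = DMSO alone and 100% = apelin-13 at 10 nM; some results filed as inactive read as strong as hits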
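Material: engineered CHO-K1 APJ arrestin reporter cells; amount: 1000 CHO-K1 reporter cells seeded per well; incubation: compound stimulation 90 min at 25 °C, detection 60 min; signal: luminescent beta-gal fragment complementation, chemiluminescent substrate; read-out basis: APJ agonist activity; controls: DMSO-only wells as negative, 10 nM Apelin-13 as positive control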
tim23-1 inh: inhibits growth of tim23-1 mutant yeast. S. cerevisiae tim23-1 growth, BacTiter-Glo luminescence, 24 h. 330,000 compounds, 1.3% hits. inhibition, % at 20 µM;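 active = growth inhibition of the mutant yeast at or above 50%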;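 also: temperature-sensitive mutant grown at 25 °C; plate controls were DMSO-treated mutant yeast for no effect and medium wells lacking yeast for full effect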
XBP1 UPR activ: activators of adaptive arm of unfolded protein response (XBP1). activation, % at 20 µM. CHO-XBP1 luciferase reporter, IRE1-XBP1 UPR activation, luminescence; percent of tunicamycin response, DMSO as zero. 330,000 compounds, 0.33% hits;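 active = versus positive control, 20 µM dose yields 30% or more activation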;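 also: 100% = tunicamycin at 10 µg/mL and 0% = DMSO only wells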
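Material: CHO-XBP1 cells stably carrying IRE1-XBP1-driven luciferase reporter / Amount: 1000 cells per well / Compound: 20 µM, 1% DMSO / Times: 6 h treatment, 37 °C / Detection: luciferase luminescence / Measure: % activation of reporter signal versus tunicamycin and DMSO controls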
The depositor's hits bear a star; nt = no result given.

cpd	smiles	CXCR6 inh	APJ ag	CCR6 antagonist	XBP1 UPR activ	tim23-1 inh	CHOP UPR activ	EBI2 antag	Mdm2 MdmX PPI	APJ antag
1	COC(=O)c1c(NC(=O)Cn2cc([N+](=O)[O-])cn2)sc2c1CCC2	6	0	10	-1	-1	0.4	7	9	-3
2	Cc1ccc(-n2nc3c(=O)n(CCCC(=O)NCc4cccc(Cl)c4)nc(C)c3c2C)cc1	14	-3	23	-1	13	0.4	0	45	19
3	O=C(COc1ccccc1)Nc1ccc([N+](=O)[O-])cc1	8	-2	13	0	0	3.3	-11	-24	9
4	O=C(Cc1ccc(-n2c(=O)c3sccc3n(Cc3ccc(F)cc3)c2=O)cc1)NCc1ccco1	4	-4	7	-1	15	1.6	11	5	7
5	COc1ccc(CNC(=O)COC(=O)c2cncc(Br)c2)cc1	1	-2	6	-1	17	-2.4	-8	1	-23
6	COc1ccc(NC(=O)CSCC(=O)NCCc2ccccn2)cc1	-1	-2	8	0	3	-1.4	-12	1	10
7	CC(=O)Nc1ccc(C(=O)OCC(=O)N(c2ccccc2)C2CCCCC2)cc1	8	-1	16	1	37	1.8	8	17	1
8	Cc1cc(C)c(S(=O)(=O)c2cc(F)ccc2C)c(Cl)n1	3	-2	20	0	23	-1.4	-5	20	11
9	COc1cc(NC(=S)Nc2cccc(C)n2)cc(OC)c1OC	1	-2	14	2	17	0.0	-1	-5	9
10	CCn1c(SCC(=O)NNC(=S)Nc2ccc(C)cc2)nnc1-c1ccc(Cl)cc1	10	-8	16	-1	3	-0.1	-9	-6	34
11	CCOc1ccc(C(=O)NCCc2ccc3c(c2)OCCO3)cc1	-1	1	2	-3	2	-0.3	7	-1	1
12	N#Cc1c(NC(=O)c2cccnc2)sc2c1CCC2	0	0	0	2	19	3.0	-4	19	20
13	COc1ccccc1NC1CCCCC1NS(=O)(=O)c1ccccc1 (configuration not stated)	0	-5	15	-4	31	-0.7	1	-3	0
14	O=C(NCC1CCCCC1)c1cc([N+](=O)[O-])ccc1Cl	-8	0	5	-2	13	0.8	3	10	-5
15	O=C(NCC(c1ccco1)N1CCCCC1)c1cc2c(s1)CCCC2 (configuration not stated)	10	-3	15	-3	19	-0.3	-1	-5	25
16	CCCCN(C(=O)CN1C(=O)C2CCCCC2C1=O)c1c(N)n(CCC)c(=O)[nH]c1=O (configuration not stated)	-5	-2	12	0	-3	1.2	-11	-8	-7
17	CC(C)(C)n1cnc2cc(NC(=O)c3ccco3)ccc21	-9	-4	4	-3	45	2.2	-2	-19	3
18	O=c1c2nnn(-c3ccc(Br)cc3)c2ncn1Cc1ccccn1	-3	1	3	-3	16	0.1	14	0	-27
19	CCN(C(=O)c1cc(Cl)ccc1OC)C1CCCCC1	9	-5	13	6	19	-1.1	7	2	5
20	c1ccc(-c2nccc(-c3ccco3)n2)nc1	1	-1	1	1	-51	0.1	1	-20	3
21	CC(OC(=O)CNC(=O)c1ccc(Cl)c([N+](=O)[O-])c1)C(=O)NC1CCCCC1C (configuration not stated)	-5	-6	1	2	12	2.3	8	10	11
22	Fc1cc2[nH]cnc2cc1Cl	-2	-1	1	-1	-7	0.7	-1	-23	-13
23	Cc1nn(C)cc1S(=O)(=O)Nc1ccc2c(c1)OCCO2	-11	-3	5	-7	14	-1.6	-7	-11	-8
24	COc1ccccc1OCCCCCNCCO	1	-1	6	-2	-5	-1.0	-3	-7	17
25	Cc1ccc(OCCNC(=O)/C=C/c2ccco2)cc1C	6	-4	2	1	21	1.0	5	-16	16
26	CCC(C)(C)NC(=O)C(c1cccc(OC)c1)N(C(=O)CNC(=O)c1cccs1)c1cccnc1 (configuration not stated)	4	0	7	-4	13	1.3	-7	18	-9
27	CC(C)c1ccc(C(=O)CC2(O)C(=O)N(CN3CCOCC3)c3ccccc32)cc1 (configuration not stated)	-16	1	5	-1	13	-0.6	-4	7	-7
28	COc1ccc(NC(=O)CSc2ccccc2)c([N+](=O)[O-])c1	-20	-3	-4	5	-11	4.5	2	-28	-10
29	COC(=O)c1nc2ccc(N3CCOCC3)cc2c(C)c1C(=O)OC	-3	12	-2	1	8	1.9	-5	4	-49
30	CCN(CC)c1ccc(/C=N/NC(=O)Cc2nnc(NC(=O)Nc3ccccc3)s2)cc1	-4	-4	20	-1	10	0.0	0	17	7
31	CC(C)(C)n1ncc2c(=O)n(Cc3cc(F)c(Cl)cc3Cl)cnc21	-12	1	3	5	25	0.3	16	12	-13
32	COc1cc(OC)cc(-c2c(C#Cc3ccsc3)c3cc(-c4ccc(OC)cc4F)ccc3n2C)c1	-10	-2	2	-4	1	-1.6	2	2	-4
33	CCCCn1c(SCC(=O)NCc2ccco2)nc2c1c(=O)n(C)c(=O)n2C	-17	-3	0	0	-2	-1.3	0	12	0
34	CCC1(c2ccc(F)cc2)NC(=O)N(CC(=O)Nc2ccc(C(N)=O)cc2)C1=O (configuration not stated)	-7	-2	-2	-2	-3	3.2	-6	-27	-23
35	C=CCN(C(=O)COC(=O)c1cc[n+]([O-])cc1)c1nc(-c2ccccc2)cs1	2	3	16	2	43	2.8	18	-56	-11
36	Nc1ccc(Oc2ccccc2-c2ccccc2)cc1	-8	3	4	-8	17	-7.1	-15	40	-20

2 entries from above, with values under each structure:
Values in the order – CXCR6 inh, APJ ag, CCR6 antagonist, XBP1 UPR activ, tim23-1 inh, CHOP UPR activ, EBI2 antag, Mdm2 MdmX PPI, APJ antag
(16) CCCCN(C(=O)CN1C(=O)C2CCCCC2C1=O)c1c(N)n(CCC)c(=O)[nH]c1=O (configuration not stated)
 : -5, -2, 12, 0, -3, 1.2, -11, -8, -7
(17) CC(C)(C)n1cnc2cc(NC(=O)c3ccco3)ccc21
 : -9, -4, 4, -3, 45, 2.2, -2, -19, 3

(further entries)
cpd	smiles	CXCR6 inh	APJ ag	CCR6 antagonist	XBP1 UPR activ	tim23-1 inh	CHOP UPR activ	EBI2 antag	Mdm2 MdmX PPI	APJ antag
37	O=C(CCc1ccccc1)Nc1ccc(S(=O)(=O)N2CCOCC2)cc1	-3	0	9	-1	15	2.1	2	7	16
38	CN(C(=O)c1cc(S(=O)(=O)N2CCOCC2)cs1)c1ccccc1	-1	-4	4	-5	4	3.0	1	-24	7
39	O=C(c1ccoc1)N1CCC2(CCCN(Cc3ccc(F)c(F)c3)C2)C1 (configuration not stated)	2	-3	20	-3	9	0.8	1	-9	3
40	CCOc1ccc(C(=O)NCC(=O)OCC(=O)NC2CCCC2)cc1	-4	-2	17	-3	2	-0.4	-5	-24	-19
41	COc1cccc(-n2c(C)nc3cc(C(=O)O)ccc32)c1	-1	2	-6	-3	6	-2.8	-3	15	11
42	O=[N+]([O-])c1ccc(N/N=C/c2cccs2)nc1	2	-2	24	4	12	5.4	-5	-137	24
43	Cc1csc(NC(=O)Cn2nc(C)c([N+](=O)[O-])c2C)n1	4	-2	1	-2	4	-1.2	0	31	19
44	C[C@H](CO)N1C[C@H](C)[C@@H](CN(C)Cc2ccc(-c3ccccc3)cc2)Oc2c(NS(=O)(=O)c3ccccc3)cccc2C1=O	4	1	16	4	13	4.7	6	0	12
45	O=C(NCc1ccc(F)cc1)c1cc2n(n1)C(C(F)(F)F)CC(C1CC1)N2 (configuration not stated)	3	-2	-1	-2	-3	-0.7	-4	-19	-62
46	OCCN(Cc1ccccc1)CC1CC=CCC1 (configuration not stated)	6	-5	6	-1	4	-3.3	-12	13	-2
47	CC(C)OC(=O)Cn1cc(C#N)c2ccccc21	-10	-2	8	0	7	-0.9	-3	2	-5
48	O=C(NCCOc1ccccc1)c1ccc2c(c1)S(=O)(=O)c1cc(Cl)ccc1C2=O	-6	8	-8	0	4	-0.2	-19	8	-11
49	COc1cccc(NC(=O)C2CCC(CNC(=O)[C@@H]3Cc4ccccc4CN3)CC2)c1 (some centres not stated)	9	-2	7	-2	11	2.8	1	8	14
50	O=C(c1ccccc1F)N1CCN(c2ccc([N+](=O)[O-])c3ncccc23)CC1	-8	0	-13	1	2	0.0	-60	18	-2
51	Cc1nnc(SCC(=O)Nc2cc(S(=O)(=O)N3CCCC3)ccc2Cl)s1	-1	0	10	-3	4	0.8	-1	26	-5
52	O=C(c1ccco1)N(Cc1ccco1)c1ccc(O)cc1	6	-3	5	2	17	-2.2	1	-5	-5
53	Cc1ccc(-n2c(-c3cccs3)nc3nc4ccccc4nc32)cc1	nt	1	nt	-2	-7	3.2	nt	5	5
54	Cc1ccc(C(=O)CN2CCC(NC(=O)C3CCCCC3)CC2)cc1	-2	-4	2	-1	17	0.2	0	11	-1
55	O=C(NC(NC(=S)Nc1cc(Cl)ccc1Cl)C(Cl)(Cl)Cl)c1ccco1 (configuration not stated)	-5	-3	18	-1	20	0.9	-11	4	17
56	COc1ccccc1-c1cc(-c2cc(Cl)ccc2O)n[nH]1	5	-4	11	-2	17	5.2	4	9	-23
57	CCOC(=O)C[C@H]1c2ccccc2S(=O)(=O)N1Cc1ccc(Cl)cc1	1	4	2	-2	27	1.5	-7	-2	-57
58	Cc1nc(C)c(C(=O)OC(C)C(=O)Nc2ccc(F)cc2)s1 (configuration not stated)	1	-3	10	-2	10	0.9	-3	-2	-2
59	COc1ccccc1/C=N/NC(=O)c1ccc2c(c1)OCO2	7	0	0	-3	15	3.9	-6	13	9
60	CCOc1ccc2c(c1)C(=NNC(=O)c1ccncc1)c1cc(OCC)ccc1-2	34	-12	40	5	22	50*	8	66*	57*

This is a subset, so the mix of outcomes need not match the whole.
